# High-throughput results (PubChem)
# MBNL1 CUG block – inhibitors of human MBNL1 binding to CUG repeat RNA. Q9NR56. TR-FRET MBNL1-His/biotin-(CUG)12 binding, 665/545 ratio. Potency, µM (doses to about 57.5 µM), without a hit: at the top dose activity change, negative = inhibition, hits mostly inhibitors. actives 0.036% (n = 280,000); active = well fitted inhibition curve with a large enough effect in the signal ratio, with a control signal flat, not every such curve was filed as active; inconclusive = small, poorly fitted or top-dose-only effect, or effect the other way, or a change in a side signal; inactive = no such curve, though single readings can be large or run the other way; the % refers to the signal ratio; also: potency is read from the fitted curve at half-maximal effect; % is scaled to controls: 0 for no effect and ±100 for the full control effect
#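 MBNL1-His + Biotin-(CUG)12, cpd titration 92 nM–58 uM; Tb anti-His Ab 0.055 ng/ul, SA-XL665 5 nM (final); 60 min RT; ratiometric 665/545 nm, Ex 340 nm; normalized to buffer and full-complex controls.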
# KCNH2 3.1 block – blocks the human KCNH2 3.1 channel isoform; U2OS KCNH2 3.1, thallium flux FluxOr; active compounds read low; activity change, % (tested at about 1.8 µM); actives 0.95% (n = 340,000);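 active = maximum activity change below -70%; inconclusive = maximum activity change from -70% to -50%; inactive = maximum activity change above -50%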;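 also: thallium influx rate constant from kinetic fluorescence after stimulation buffer; % is scaled to controls: 0 for no effect and ±100 for the full control effect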
#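 Virally transduced U2OS (3.1 isoform, 4 h infection in dark at RT) → overnight 37 C → FluxOr + Red40 in HBSS/HEPES, 45 min → stimulation buffer, 2 min kinetic read → rate constant vs DMSO controls.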
# hERG WT inh – blocks the wildtype human KCNH2 potassium channel; Q12809; U2OS, BacMam KCNH2, thallium flux FluxOr; active compounds read low; activity change, % at 1.84 µM; actives 0.37% (n = 340,000); AID 720551;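 active = maximum activity change below -70%; inconclusive = maximum activity change between -70% and -50%; inactive = maximum activity change above -50%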; also: % is scaled to controls: 0 for no effect and ±100 for the full control effect
#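 U2OS cells were transduced with wild-type KCNH2 virus (2.03 x 10^8 / mL) for 4 h at room temperature, then cultured overnight at 37 C. Thallium flux was read with FluxOr dye. Rate constants were normalized to DMSO controls.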
# TRPV1 ag – agonists of human vanilloid receptor 1 (TRPV1); actives 0.19% (n = 320,000); activation, % at 8.33 µM; TRPV1-expressing cells, Fluo-8 calcium influx, agonist mode; in the data active = activation above about 80%; inconclusive = between about 30% and that limit; also: 0% is about no effect
#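 TRPV1-expressing cells were cultured overnight at 35.5C and loaded with Fluo-8 calcium dye for 40 to 90 min at room temperature. After a 10 s baseline, compound was added and calcium influx was read kinetically for 3 min (ex 480/em 520 nm).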
# ASM inhibitor – human S-ASM enzyme inhibition | P17405 | placental ASM, HMU-PC fluorogenic substrate, 60 min | Potency, µM (highest dose often 57.5 µM), for inactives: at the top dose activity change, negative = inhibition, actives largely listed as inhibitors | actives 0.006% (n = 340,000) | AID 504937; also: potency is read from the fitted curve at half-maximal effect
#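 Fluorescence read-out (Ex 386 nm, Em 447 nm) after stopping the reaction at pH 10. Enzyme: ASM from human placenta; substrate HMU-PC0, 9 uM final; 60 min, 37 °C. Compound preincubation 10 min, ambient temperature.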
# GALK inh – blocks human galactokinase activity | Purified GALK, Kinase-Glo residual ATP luminescence | Potency, µM (series often up to 57.5 µM), inactives show top-dose activity change, negative = inhibition, usual class: inhibitors | actives 0.007% (n = 270,000) | P51570; also: potency is read from the fitted curve at half-maximal effect; % is scaled to controls: 0 for no effect and ±100 for the full control effect
#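 GALK at 5 nM final was combined with compound, 35 uM ATP and 100 uM galactose in HEPES pH8.0 with MgCl2 and DTT. The reaction ran one hour at room temperature before luminescent ATP detection.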
# MLL CXXC-DNA inh – MLL CXXC-DNA interaction inhibition; Q03164; MLL-CXXC / FITC-HOXA9 DNA fluorescence polarization; Potency, µM (titrated, usually from 115 µM), for inactives: top-dose activity change, negative = inhibition, usual class: inhibitors; actives 0.037% (n = 290,000); active = well fitted inhibition curve with a large enough effect in the polarisation, with a control signal flat, not every such curve was filed as active; inconclusive = small, poorly fitted or top-dose-only effect, or effect the other way, or a change in a side signal; inactive = no such curve, though single readings can be large or run the other way; the % refers to the polarisation; also: potency is read from the fitted curve at half-maximal effect
#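 Purified MLL-CXXC (added from a 7 uM solution) was preincubated 5 min at ambient with pinned compounds in 50 mM Tris-HCl pH 7.5, 50 mM NaCl, 1 mM DTT, 0.05% BSA. Fluorescein-labeled HOX-A9 DNA (50 nM solution) followed, 30 min, then polarization read.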
# FBPA coupling cs – coupling enzyme interference in Giardia aldolase counter-screen; AID 2472; activity change, negative = inhibition, % at 58.2 µM, hits read low; coupling enzyme system counterscreen, AmpLite Red fluorescence; actives 0.67% (n = 290,000); in the data active = activity change below about -30%; also: % is scaled to controls: 0 for no effect and ±100 for the full control effect
#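 Counterscreen of the coupled detection system alone, without aldolase: glyceraldehyde-3-phosphate coupling enzymes plus AmpLite Red readout. Compounds at 57.5 uM final, 10 min RT preincubation, 20 min RT reaction, fluorescence 525/598 nm.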
# A-T KAP1 phos – potential ataxia-telangiectasia treatments restoring KAP-1 phosphorylation | […] A-T fibroblasts, KAP-1 phosphorylation AlphaLISA; neocarzinostatin DNA damage 30 min before lysis | Potency, µM (series often up to 57.5 µM), for inactives: at the top dose activation, actives largely listed as activators | actives 0.19% (n = 320,000) | AID 485349; also: potency is read from the fitted curve at half-maximal effect; % of control where 0% means no effect; nearly all actives have a fitted effect of over 45% in size
#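 hTERT-immortalized A-T patient fibroblasts ([…]), 500 cells/well in OPTI-MEM, 1% FBS, got compounds for 60 min, then NCS for 30 min at 37C. Lysates were then assayed for phospho-KAP-1 by AlphaLISA (anti-pKAP1 donor, anti-KAP1 acceptor beads), 6 hr at 25C.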
# Integrin act MD – activators of alpha7 integrin expression for muscular dystrophy | alpha7betagal myoblasts, beta-gal FDG fluorescence, 48 h | Potency, µM (series often up to 38.3 µM), inactives show top-dose activation, most hits filed as activators | actives 0.064% (n = 350,000);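 also: potency is read from the fitted curve at half-maximal effect; 100% = response of the positive control SU9516; nearly all actives have a fitted effect of over 60% in size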
#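 alpha7betagal+/- myoblasts (passage 13, 250/well) treated 48 h at 37C with compounds at 1:260 dilution of DMSO stock. Lysed, then beta-galactosidase activity read as FDG fluorescence (ex 480/em 540) after 30 min, with pre-read for autofluorescence.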
# Active calls of the source: *; ? = inconclusive; nt = not tested or not shown; & = joins results of further samples; [ ] = remark or other dose. Unless noted, calls follow the shape of the dose curve; as a rule, active = well fitted curve in the direction sought with a large enough effect; inconclusive = small, poorly fitted or top-dose-only effect, or another doubt; inactive = no such curve, though single readings can be large; an effect the other way counts as inactive or inconclusive.
SMILES,MBNL1 CUG block,KCNH2 3.1 block,hERG WT inh,TRPV1 ag,ASM inhibitor,GALK inh,MLL CXXC-DNA inh,FBPA coupling cs,A-T KAP1 phos,Integrin act MD
COc1ccc(OC)c(N(CC(=O)N2CCC(C)CC2)S(=O)(=O)c2ccc(OC)c(OC)c2)c1,-14%,0,-2,-1,-2%,-5%,-3%,2,-4%,5%
Cc1occc1-c1nnc(SCC(=O)c2ccc(F)cc2)n1Cc1ccco1,-5%,-11,9,8,-1%,0%,13%,-2,-6%,0%
O=C(CCc1nnc(C2CCCCC2)o1)N1CCC(Oc2cccnc2)CC1,0%,nt,-12,1,0%,-3%,-1%,2,2%,?
Nn1c(Cc2ccccc2)n[nH]c1=S,4%,-26,-3,9,-6%,0%,-6%,-9,8%,-21%
COc1ccc(CC(=O)Nc2oc(-c3ccccc3)c(-c3ccccc3)c2C#N)cc1OC,0%,-18,4,84*,-10%,-1%,-4%,3,-2%,-19%
O=C(NCCc1ccccc1)C1CCN(S(=O)(=O)N2CCOCC2)CC1,-5%,-3,-104*,-2,-1%,0%,12%,nt,16%,-6%
CSc1ccc(/C=N/NC(=O)c2cccc(O)c2)cc1,?,-11,-6,-1,-1%,nt,1%,-6,-4%,10%
O=S(=O)(c1ccc(SCCO)nc1)N1CCOCC1,nt,-10,8,-9,2%,nt,nt,nt,-14%,2%
COCc1cc(C2C(C(=O)c3ccco3)=C(O)C(=O)N2CCOCCO)ccc1O (configuration not stated),13%,17,-1,-1,-4%,0%,-1%,-2,-6%,13%
CC(=O)C(N=Nc1ccccc1)(Sc1nnc(-c2ccccc2)n1-c1ccccc1)C(=O)Nc1ccccc1 (configuration not stated),13%,-20,-1,-3,-10%,0%,5%,2,-13%,5%
Cc1cccc(C)c1NC(=O)COC(=O)c1ccccc1Nc1ccccc1,-5%,-1,-2,2,106%[activator],2%,-1%,3,1%,-13%
CC(Oc1ccccc1)C(=O)N=C1SC2CS(=O)(=O)CC2N1c1cccc(F)c1 (configuration not stated),6%,1,11,3,-3%,-2%,19%,nt,-3%,-33%
COc1cc(Cl)c(C)cc1NC(=O)CCN1C(=O)NC(C)(C)C1=O,nt,-16,4,8,-1%,nt,nt,nt,7%,-25%
C=CCNCCOCCOc1ccc(C)cc1[N+](=O)[O-],4%,-4,-1,-1,1%,-2%,3%,-1,0%,-31%[inhibitor]
CC(C)Oc1ccc(Cn2c(=O)oc3ccccc32)cc1,-3%,-6,4,21,-1%,nt,-4%,6,6%,-18%
N#Cc1ccc(CSc2nnc(NC(=O)CCc3nc4ccccc4c(=O)[nH]3)s2)cc1,nt,3,1,1,-1%,nt,nt,nt,3%,-3%
O=C(COc1ccc(Cl)cc1Cl)Nc1ccc(Cl)cn1,15%,20,-5,12,1%,0%,-1%,1,11%,7%
CC(=O)Nc1ccc(NC(=O)CN(c2cccc(C)c2)S(C)(=O)=O)cc1,-8%,3,2,-2,-1%,0%,3%,0,3%,17%
CCOc1ccccc1CNC(=O)Cn1c(=O)oc2ccccc21,3%,11,-3,3,2%,3%,-1%,2,?,-7%
O=C(C=Cc1ccc2c(c1)OCO2)OCC=Cc1ccc2c(c1)OCO2,nt,8,-11,nt,-2%,nt,nt,nt,nt,-21%
Cc1cccc(Nc2sc(C(=O)c3cc4cc(Cl)ccc4o3)c(N)c2C#N)c1,-9%,-15,0,3,0%,4%,?,2,2%,19%
Cc1ccc(NC(=O)CCSc2nnc(-c3ccco3)o2)cc1,-10%,1,-8,-3,0%,0%,-2%,10,7%,-12%
Cc1ccc(S(=O)(=O)NCc2ccccc2)cc1,-1%,2,-19,2,-2%,4%,-5%,-2&-3,?,24%
CCOc1ccccc1C(=O)Nc1ccccc1O,2%,19,3,0,-1%,-3%,-5%,4,-3%,11%
CC(Sc1nnc(NC2CCCCC2)s1)C(=O)N1CCOCC1 (configuration not stated),nt,0,-24,1,2%,nt,nt,nt,-6%,7%
# Continued:
SMILES,MBNL1 CUG block,KCNH2 3.1 block,hERG WT inh,TRPV1 ag,ASM inhibitor,GALK inh,MLL CXXC-DNA inh,FBPA coupling cs,A-T KAP1 phos,Integrin act MD
O=C(C1COc2ccccc2O1)N1CCN(c2ccc(F)cc2)CC1 (configuration not stated),-7%,40,5,26,1%,0%,-1%,1,5%,27%
Cc1ccccc1Cn1cc(NC(=O)c2cc(-c3ccco3)on2)cn1,26%,1,-11,0,0%,-1%,19%,9,5%,-31%
CCc1ccc(C(=O)NNC(=O)c2cccc(S(=O)(=O)N3CCN(C)CC3)c2)cc1,nt,8,19,-2,-2%,nt,nt,nt,2%,11%
Cc1ccc(C)n1-n1c(C)nc2scc(-c3ccccc3)c2c1=O,1%,-5,-8,10,-8%,1%,0%,0,9%,-31%
CCCCCNC(=O)C(C)NS(=O)(=O)c1ccc(OC)cc1 (configuration not stated),1%,10,-6,-4,-6%,4%,5%,3,nt,-18%
CCC(C)Sc1cccc(-c2nc3cc(C)ccn3c2NCc2ccccc2)c1 (configuration not stated),nt,-41,3,93*,136%[activator],nt,nt,nt,22µM*,-48%
O=C(CCCCCN1C(=O)c2cccc3cccc(c23)C1=O)NCc1cccnc1,?,2,2,3,9%,1%,-9%,0,10%,-41%[inhibitor]
O=C(O)/C=C/C(=O)N1CCN(Cc2ccc3c(c2)OCO3)CC1,0%,2,3,1,2%,0%,1%,-3,10%,-7%
Cc1ccc2cc(C(c3nnnn3C3CCCC3)N(Cc3cccnc3)Cc3ccco3)c(=O)[nH]c2c1 (configuration not stated),12%,-20,11,28,-3%,-1%,1%,-8,-4%,-25%
CCc1nc(Nc2ccc(N3CCN(C(C)=O)CC3)cc2)c2oc3ccccc3c2n1,?,10,4,?,-6%,1%,5%,-23,11%,9%
CCCCn1c(SCC(=O)N2CCCc3ccccc32)nc2c1c(=O)n(C)c(=O)n2C,-10%,26,-17,?,0%,8%,-5%,1,2%,12%
CCc1ccccc1NC(=O)C1CCCN1C(=O)Nc1ccc(C)cc1 (configuration not stated),-6%,2,-2,11,1%,3%,-2%,2,4%,25%
CCN1CCN(CC(=O)N/N=C/c2ccc(F)cc2F)CC1,-1%,4,38,-4,2%,0%,-1%,1,4%,26%
CN(C)CCN1CCc2ccccc21,0%,0,2,5,4%,5%,-3%,-43*,nt,-34%
COc1ccc2[nH]c3ccc(OC)cc3c2c1,-2%,2,0,-1,8%,1%,6%,-3,13%,24%
Cc1ccc(C(=O)N2CCc3ccccc3C2)cc1S(=O)(=O)N1CCOCC1,3%,-15,-1,11,4%,0%,?,-1,-10%,1%
CN(C(=O)c1ccc(NC(=O)Cc2ccc(NC(=O)C3CCCN(C(=O)C4CCC4)C3)cc2)cc1)C1CCCC1 (configuration not stated),nt,0,10,nt,1%,nt,nt,nt,nt,9%
COc1cc(/C=N/NC(=O)Cn2nc([N+](=O)[O-])cc2C)cc(Br)c1OCc1ccccc1,7%,-4,3,-1,-18%,0%,-1%,0,-1%,-11%
COC(=O)C(CCSC)NC(=O)c1cccc([N+](=O)[O-])c1 (configuration not stated),?,-11,-8,1,7%,-3%,2%,2,3%,14%
O=C(O)CSCCOc1ccc(OCCSCC(=O)O)cc1,3%[11.5 µM],nt,2,0,-2%,nt,-3%,10,1%,-2%
Cc1cc(NC(=O)OC2CCCCC2)ccc1[N+](=O)[O-],-4%,-5,0,-2,-9%,-1%,-16%,-5,25%,9%
O=C(COC(=O)c1ccc(Oc2ccccc2)cc1)Nc1nnc(-c2ccccc2)o1,3%,3,2,-3,-3%,-2%,13%,18,4%,-4%
O=C(CN1CCN(c2ccc(O)cc2)CC1)NCC(=O)Nc1ccc(F)c(F)c1F,nt,5,2,0,3%,nt,nt,nt,-2%,-22%
CC1CCCCC12NC(=O)N(CC(=O)NCc1ccccc1Cl)C2=O (configuration not stated),nt,18,-10,nt,2%,nt,nt,nt,4%,-4%
Cc1ccc(C(=O)NNC(=O)C2CCN(c3ncccn3)CC2)cc1,-8%,9,14,0,2%,-4%,8%,1,-1%,5%
Cc1cccc(CNC(=O)c2ccccc2NC(=O)C2=CSCCO2)c1,1%,-29,-17,14,-2%,-9%,13%,nt,8%,21%
Cc1cccc(-n2ncc3c(N4CCc5ccccc54)ncnc32)c1,22%,nt,nt,0,nt,3%,4%,0,8%,nt
CC(C)c1ccc(NC(=S)NNC(=O)c2cccnc2)cc1,-4%,4,0,?,1%,5%,4%,2,-2%,6%
